Pf gamet viab = late stage P. falciparum gametocyte viability inhibitors, primary screen, ATP luminescence, HTS | P. falciparum stage V gametocytes, 24 h | inhibition, % at 10.9 µM | 0.065% of 150,000 active;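 active = inhibition above the mean plus 3 SD of compounds within the control limits, set per campaign, cut at about 38% in these data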;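 also: 0% = DMSO wells and 100% = medium only without gametocytes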
Avidin fluor = green autofluorescence of compounds with avidin beads – biophysical, 488/530 nm, flow cytometry, artefact control, profiling panel | compound fluorescence 488/530 nm; hits give high values | AID 1775, 2009 | fluorescence (KMESF) at 10 µM | 0.38% of 220,000 active; in the data active = fluorescence above about 47; also: inactives centre near 10
HRas wt GTP bind = modulators of GTP binding to HRas wildtype, primary screen, biochemical, bead-based flow cytometry, multiplex | GST-Ras wt beads, Bodipy-FL-GTP binding; actives lie on both sides | GTP binding activity, % at 10 µM | 0.14% of 190,000 active | GTPase HRas (Homo sapiens), P01112 | AID 759, 2007;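 active = GTP binding activity at least 20% away from the 100% baseline, either lowered as inhibitor or raised as activator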;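 also: 0% = unlabeled GTP competition control and 100% = no-compound control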
Target sequence (P01112 whole entry, looked up): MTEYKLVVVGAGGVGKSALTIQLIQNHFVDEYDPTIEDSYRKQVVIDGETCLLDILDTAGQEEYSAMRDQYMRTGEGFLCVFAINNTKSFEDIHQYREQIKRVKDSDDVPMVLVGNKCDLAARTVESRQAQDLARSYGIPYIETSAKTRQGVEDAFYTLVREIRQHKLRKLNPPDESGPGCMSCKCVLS
GSH fluor = compound fluorescence on glutathione beads, profiling panel, artefact control, biophysical, 488/530 nm, flow cytometry; GSH beads flow cytometry, compound fluorescence 488/530 nm; hits give high values; fluorescence (KMESF) at 10 µM; 0.25% of 190,000 active; in the data active = fluorescence above about 89;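 also: glutathione beads carrying GST-tagged Bcl family fusion proteins plus one bare bead set; values are compound well signal with DMSO vehicle wells as background; inactives centre near 16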
Rac1 wt GTP bind = wildtype Rac1 GTP binding modulators, primary screen, biochemical, GST-Rac1 beads, flow cytometry, multiplex; Ras-related C3 botulinum toxin substrate 1 (Homo sapiens), P63000; fluorescent GTP binding; actives lie on both sides; 0 = cold GTP competed, 100 = untreated; GTP binding activity (% of control), % at 10 µM; 0.27% of 190,000 active;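 active = GTP binding activity at least 20 points away from the 100% control level, either lower or higher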
Rac1 mut GTP = GTP binding modulators of activated mutant Rac1, primary screen, biochemical, bead-based flow cytometry, multiplex, fluorescent GTP. Ras-related C3 botulinum toxin substrate 1 (Homo sapiens), P63000. GST-Rac1 activated beads; actives lie on both sides; 100% means binding = to untreated wells. percent activity (GTP binding), % at 10 µM. 0.11% of 190,000 active. AID 764, 2007;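 active = GTP binding at least 20 percentage points away from the 100% baseline, in either direction, so actives lie on both sides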
Rab2A wt mod = modulators of GTP binding to Rab2A wildtype, primary screen, biochemical, dog, bead-based flow cytometry, multiplex; Ras-related protein Rab-2A (Canis lupus familiaris), P61105; GST-Rab2 wt beads, Bodipy-GTP binding; GTP binding activity, % at 10 µM; 0.19% of 190,000 active;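 active = GTP binding activity at least 20 points away from 100%, either lowered or raised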;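 also: 0% = beads with excess unlabeled GTP and 100% = no-compound control corrected for plate trend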
Cdc42 wt = modulators of GTP binding to wildtype Cdc42, primary screen, biochemical, multiplex bead flow cytometry, Bodipy-GTP. percent activity (GTP binding), % at 10 µM. 0.2% of 190,000 active. Cell division control protein 42 homolog (Homo sapiens), P60953. GST-Cdc42 beads; actives lie on both sides;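 active = percent activity GTP binding at least 20 points away from the 100% baseline, either down as inhibitor or up as activator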;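 also: median bead fluorescence of bound Bodipy-FL-GTP at 100 nM; 0% = excess unlabeled GTP control and 100% = no compound control; below 100% means less GTP binding so inhibitor and above means activator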
Target sequence (P60953 whole entry, looked up): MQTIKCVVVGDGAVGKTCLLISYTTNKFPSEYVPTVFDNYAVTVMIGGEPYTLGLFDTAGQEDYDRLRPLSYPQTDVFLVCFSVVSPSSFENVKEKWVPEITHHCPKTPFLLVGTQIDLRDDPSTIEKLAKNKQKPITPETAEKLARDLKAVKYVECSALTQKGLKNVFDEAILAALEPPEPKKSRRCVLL
Rab7 wt modul = modulators of GTP binding to Rab7, primary screen, biochemical, wildtype, multiplex bead flow cytometry; Rab7 GTPase wild type (dog), Bodipy-FL-GTP binding; 0.055% of 190,000 active; GTP binding activity (percent of control), % at 10 µM; GST-Rab7 beads, fluorescent GTP binding; actives lie on both sides; untreated = 100%, excess cold GTP = 0%;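 active = fluorescent GTP binding to Rab7 beads changed by at least 20 points from the 100% baseline, either direction, mostly lower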;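 also: median green fluorescence of bound Bodipy-FL-GTP per Rab7 bead population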
Mcl1-Noxa inh = Mcl-1/Noxa binding inhibitors, primary screen, biochemical, TR-FRET, 1536-well; Induced myeloid leukemia cell differentiation protein Mcl-1 (Homo sapiens), Q07820; TR-FRET Mcl-1/Noxa peptide binding, 2 h; inhibition, % at 21.7 µM; 1.5% of 220,000 active;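 active = compounds that cut the protein-peptide binding signal by more than 50% relative to plate controls in a single-dose test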;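 also: His-tagged Mcl-1 with rhodamine Noxa BH3 peptide and terbium anti-His antibody; 0% = Mcl-1 plus Noxa peptide wells and 100% = peptide-only wells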
Target sequence (Q07820 whole entry, looked up): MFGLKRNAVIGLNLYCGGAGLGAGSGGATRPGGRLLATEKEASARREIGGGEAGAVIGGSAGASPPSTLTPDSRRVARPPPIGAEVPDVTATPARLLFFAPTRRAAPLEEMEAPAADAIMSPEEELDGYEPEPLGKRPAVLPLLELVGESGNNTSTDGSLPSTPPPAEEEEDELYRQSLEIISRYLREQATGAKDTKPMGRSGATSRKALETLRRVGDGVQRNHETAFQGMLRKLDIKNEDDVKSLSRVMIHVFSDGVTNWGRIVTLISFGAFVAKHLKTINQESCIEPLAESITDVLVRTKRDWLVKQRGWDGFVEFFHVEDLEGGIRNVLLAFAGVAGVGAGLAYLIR
Mcl1-Bid inh = Mcl-1/Bid binding inhibitors, primary screen, biochemical, TR-FRET, 1536-well; Induced myeloid leukemia cell differentiation protein Mcl-1 (Homo sapiens), Q07820; TR-FRET Mcl-1/Bid-Dy647 peptide binding; inhibition, % at 21.7 µM; 0.97% of 220,000 active; AID 1021, 2008;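 active = compounds that cut the binding signal by more than half at the single screening dose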;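 also: His-tagged Mcl-1 with europium anti-His antibody binding Bid BH3 peptide; 0% = Mcl-1 plus peptide wells and 100% = peptide-only wells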
An asterisk follows results filed as active. Not a hit list (roughly 3% active in at least one column).

`Cc1nnc(NC(=O)c2c(-c3ccccc3Cl)noc2C)s1` gave Avidin fluor 12, HRas wt GTP bind 100, GSH fluor 12, Rac1 wt GTP bind 100, Rac1 mut GTP 99, Rab2A wt mod 100, Cdc42 wt 99, Rab7 wt modul 105, Mcl1-Noxa inh 2 and Mcl1-Bid inh 4.
`O=C(NCCN1CCOCC1)c1ccc2c(c1)N(Cc1cccc(F)c1)C(=O)c1ccccc1S2` gave Pf gamet viab -16, Avidin fluor 8, HRas wt GTP bind 96, GSH fluor 13, Rac1 wt GTP bind 94, Rac1 mut GTP 94, Rab2A wt mod 99, Cdc42 wt 96, Rab7 wt modul 95, Mcl1-Noxa inh 4 and Mcl1-Bid inh -4.
For O=C(CSc1ccsc1[N+](=O)[O-])N1CCN(c2ccccn2)CC1 the results were Avidin fluor 17, HRas wt GTP bind 95, GSH fluor 11, Rac1 wt GTP bind 98, Rac1 mut GTP 97, Rab2A wt mod 93, Cdc42 wt 93, Rab7 wt modul 93, Mcl1-Noxa inh 28 and Mcl1-Bid inh -40.
O=C1CC(N2CCN(Cc3ccccc3)CC2)C(=O)N1CCc1ccccc1 (stereo not given) was read as Avidin fluor 8, HRas wt GTP bind 102, GSH fluor 10, Rac1 wt GTP bind 108, Rac1 mut GTP 101, Rab2A wt mod 100, Cdc42 wt 102, Rab7 wt modul 99, Mcl1-Noxa inh 19 and Mcl1-Bid inh -21.
Screening COc1cccc(NC(=O)Cn2c(CCC(=O)O)ccc2-c2ccc(Cl)cc2)c1 returned Pf gamet viab 1, Avidin fluor 11, HRas wt GTP bind 92, GSH fluor 28, Rac1 wt GTP bind 93, Rac1 mut GTP 94, Rab2A wt mod 92, Cdc42 wt 93, Rab7 wt modul 92, Mcl1-Noxa inh 3 and Mcl1-Bid inh -52.
For COc1ccc(/C=N/NC(=O)c2cc(=O)[nH]c3ccccc23)cc1OC the results were Pf gamet viab 3, Avidin fluor 6, HRas wt GTP bind 94, GSH fluor 20, Rac1 wt GTP bind 95, Rac1 mut GTP 96, Rab2A wt mod 93, Cdc42 wt 97, Rab7 wt modul 92, Mcl1-Noxa inh 6 and Mcl1-Bid inh -6.
Screening CCCC(=O)c1ccc2c(c1)OCCO2 returned Avidin fluor 4, HRas wt GTP bind 101, GSH fluor 11, Rac1 wt GTP bind 110, Rac1 mut GTP 102, Rab2A wt mod 102, Cdc42 wt 102, Rab7 wt modul 99, Mcl1-Noxa inh 4 and Mcl1-Bid inh -7.
COC(=O)CNC(=O)COC(=O)/C=C/c1ccc2ccccc2n1 was read as Pf gamet viab -8, Avidin fluor 17, HRas wt GTP bind 100, GSH fluor 66, Rac1 wt GTP bind 100, Rac1 mut GTP 97, Rab2A wt mod 98, Cdc42 wt 98, Rab7 wt modul 98, Mcl1-Noxa inh 7 and Mcl1-Bid inh 5.
CC[C@H](C)[C@H](NC(N)=O)C(=O)NCCc1ccc(OC)c(OC)c1 was read as Pf gamet viab 26, Avidin fluor 11, HRas wt GTP bind 98, GSH fluor 13, Rac1 wt GTP bind 100, Rac1 mut GTP 97, Rab2A wt mod 98, Cdc42 wt 95, Rab7 wt modul 97, Mcl1-Noxa inh -6 and Mcl1-Bid inh -6.
CN(Cc1ccccc1)c1ccc(N2C(=O)CCC2=O)cc1[N+](=O)[O-] was read as Pf gamet viab 11, Avidin fluor 11, HRas wt GTP bind 100, GSH fluor 16, Rac1 wt GTP bind 103, Rac1 mut GTP 101, Rab2A wt mod 100, Cdc42 wt 102, Rab7 wt modul 105, Mcl1-Noxa inh -4 and Mcl1-Bid inh -9.
Cc1csc2ncc(C(=O)N3CCCc4ccccc43)c(=O)n12 was read as Avidin fluor 3, HRas wt GTP bind 98, GSH fluor 15, Rac1 wt GTP bind 99, Rac1 mut GTP 99, Rab2A wt mod 100, Cdc42 wt 99, Rab7 wt modul 96, Mcl1-Noxa inh 5 and Mcl1-Bid inh -10.
Screening CCCc1nc(SCC(=O)N2CCCc3ccccc32)c2c(=O)n(C)c(=O)n(C)c2n1 returned Avidin fluor 7, HRas wt GTP bind 94, GSH fluor 24, Rac1 wt GTP bind 97, Rac1 mut GTP 96, Rab2A wt mod 95, Cdc42 wt 98, Rab7 wt modul 93, Mcl1-Noxa inh 3 and Mcl1-Bid inh 1.
For COc1cccc(-c2noc(C3CCCN(C(=O)CC(C)(C)C)C3)n2)c1 (stereo not given) the results were Pf gamet viab -20, Avidin fluor 8, HRas wt GTP bind 105, GSH fluor 13, Rac1 wt GTP bind 108, Rac1 mut GTP 107, Rab2A wt mod 101, Cdc42 wt 105, Rab7 wt modul 95, Mcl1-Noxa inh 9 and Mcl1-Bid inh 4.
`CC(=O)Nc1ccc(S(=O)(=O)Nc2cccc(-c3csc(C)n3)c2)cc1` gave Pf gamet viab 17, Avidin fluor 13, HRas wt GTP bind 92, GSH fluor 10, Rac1 wt GTP bind 92, Rac1 mut GTP 91, Rab2A wt mod 96, Cdc42 wt 87, Rab7 wt modul 97, Mcl1-Noxa inh 7 and Mcl1-Bid inh -16.
For CC(C)(C)NC(=O)Cn1nnc(-c2cccs2)n1 the results were Pf gamet viab 1, Avidin fluor 8, HRas wt GTP bind 104, GSH fluor 39, Rac1 wt GTP bind 105, Rac1 mut GTP 98, Rab2A wt mod 102, Cdc42 wt 102, Rab7 wt modul 102, Mcl1-Noxa inh -3 and Mcl1-Bid inh -23.
Screening O=C(O)CCCCCCC1C(=O)NC(=O)N1CCC(O)C1CCCCC1 (stereo not given) returned HRas wt GTP bind 99, GSH fluor 18, Rac1 wt GTP bind 101, Rac1 mut GTP 99, Rab2A wt mod 99, Cdc42 wt 101, Rab7 wt modul 100, Mcl1-Noxa inh -1 and Mcl1-Bid inh 3.
`Cn1c(SCc2c(Cl)cccc2Cl)nnc1-c1cccs1` gave Pf gamet viab 15, Avidin fluor 14, HRas wt GTP bind 100, GSH fluor 34, Rac1 wt GTP bind 98, Rac1 mut GTP 94, Rab2A wt mod 97, Cdc42 wt 99, Rab7 wt modul 100, Mcl1-Noxa inh 4 and Mcl1-Bid inh -25.
CNS(=O)(=O)c1ccc(Oc2ccc(S(=O)(=O)NC)cc2)cc1 was read as Pf gamet viab 10, Avidin fluor 12, HRas wt GTP bind 101, GSH fluor 27, Rac1 wt GTP bind 105, Rac1 mut GTP 100, Rab2A wt mod 100, Cdc42 wt 101, Rab7 wt modul 101, Mcl1-Noxa inh 4 and Mcl1-Bid inh -18.
Screening CCC(C(=O)OC)n1cnc2c(cnn2-c2ccc(Cl)cc2)c1=O (stereo not given) returned Avidin fluor 10, HRas wt GTP bind 101, GSH fluor 12, Rac1 wt GTP bind 106, Rac1 mut GTP 101, Rab2A wt mod 100, Cdc42 wt 102, Rab7 wt modul 101, Mcl1-Noxa inh -1 and Mcl1-Bid inh -28.
Screening O=C(COC(=O)/C=C/c1cccc([N+](=O)[O-])c1)NCc1ccco1 returned Pf gamet viab 3, Avidin fluor 22, HRas wt GTP bind 99, GSH fluor 21, Rac1 wt GTP bind 97, Rac1 mut GTP 94, Rab2A wt mod 97, Cdc42 wt 92, Rab7 wt modul 103, Mcl1-Noxa inh 24 and Mcl1-Bid inh -12.
COc1ccc(-c2csc3ncn(CC(=O)N4CCOCC4)c(=O)c23)cc1 was read as Avidin fluor 12, HRas wt GTP bind 92, GSH fluor 15, Rac1 wt GTP bind 96, Rac1 mut GTP 97, Rab2A wt mod 94, Cdc42 wt 95, Rab7 wt modul 95, Mcl1-Noxa inh 16 and Mcl1-Bid inh -9.
CC(=O)Nc1ccc(S(=O)(=O)c2ccc(N)cc2)cc1 was read as Avidin fluor 19, HRas wt GTP bind 102, GSH fluor 4, Rac1 wt GTP bind 97, Rac1 mut GTP 95, Rab2A wt mod 100, Cdc42 wt 102, Rab7 wt modul 101, Mcl1-Noxa inh 18 and Mcl1-Bid inh -5.
For Cc1ccc(OC(=O)COc2ccccc2)c(-n2nc3ccccc3n2)c1 the results were Avidin fluor 15, HRas wt GTP bind 101, GSH fluor 23, Rac1 wt GTP bind 106, Rac1 mut GTP 98, Rab2A wt mod 99, Cdc42 wt 101, Rab7 wt modul 101, Mcl1-Noxa inh 8 and Mcl1-Bid inh -9.
For Cc1ccc(SCc2ccc(C(=O)NCc3cccnc3)cc2)cc1 the results were Pf gamet viab 7, Avidin fluor 5, HRas wt GTP bind 99, GSH fluor 8, Rac1 wt GTP bind 100, Rac1 mut GTP 101, Rab2A wt mod 99, Cdc42 wt 97, Rab7 wt modul 96, Mcl1-Noxa inh 12 and Mcl1-Bid inh -11.
COc1cccc(-c2cc3nc4c(c(N5CCC6(CC5)OCCO6)n3n2)CCCC4)c1 was read as Pf gamet viab -12, Avidin fluor 12, HRas wt GTP bind 96, GSH fluor 38, Rac1 wt GTP bind 100, Rac1 mut GTP 99, Rab2A wt mod 98, Cdc42 wt 98, Rab7 wt modul 98, Mcl1-Noxa inh 18 and Mcl1-Bid inh -54.
`CN1CCN(c2ccc([N+](=O)[O-])cc2/C=N/NC(=O)c2ccc(F)cc2)CC1` gave Avidin fluor 37, HRas wt GTP bind 102, GSH fluor 16, Rac1 wt GTP bind 103, Rac1 mut GTP 102, Rab2A wt mod 101, Cdc42 wt 103, Rab7 wt modul 103, Mcl1-Noxa inh 75* and Mcl1-Bid inh 0.
For COc1cccc(C(=O)COC(=O)C(C)N2C(=O)c3ccccc3C2=O)c1 (stereo not given) the results were Avidin fluor 4, HRas wt GTP bind 102, GSH fluor 28, Rac1 wt GTP bind 103, Rac1 mut GTP 99, Rab2A wt mod 101, Cdc42 wt 101, Rab7 wt modul 101, Mcl1-Noxa inh 0 and Mcl1-Bid inh -19.
`O=C(Nc1ccccc1)C1=C[C@@H](c2coc3ccccc3c2=O)C[C@@H](OCc2ccc(CO)cc2)O1` gave Pf gamet viab 1, Avidin fluor 6, HRas wt GTP bind 99, GSH fluor 20, Rac1 wt GTP bind 101, Rac1 mut GTP 97, Rab2A wt mod 98, Cdc42 wt 96, Rab7 wt modul 105, Mcl1-Noxa inh 0 and Mcl1-Bid inh 6.

Screens: PubChem, several laboratories
